Screening results: PubChem BioAssay, several laboratories
Vc quorum ag = quorum light induction in luxS cqsA deficient V. cholerae. V. cholerae BH1578 lux reporter, luminescence, 6 h. activation, % at 18.7 µM. hit rate 0.16% among 350,000; in the data active = activation mostly above about 9.7%, no sharp cut-off; note: not every result past the cut was called active; inactives centre near 0; reference of the scale not given here
SARS 3CLpro inh = SARS-CoV 3CLpro protease inhibition; P0C6X7; AID 1706; inhibition, % at 6 µM; hit rate 0.14% among 290,000; recombinant SARS-CoV 3CLpro, quenched FRET peptide cleavage; in the data active = inhibition above about 12%
GDH-TPI inh = GDH-TPI coupled enzyme inhibition counter-screen; AID 588335; GDH-TPI coupled enzyme counterscreen, NADH absorbance; hit rate 1.2% among 360,000; inhibition, % at 4.8 µM; in the data active = inhibition above about 30%;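 note: 0% = DMSO wells and 100% = wells lacking the enzyme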
Mtb FBA inh = inhibitors of M. tuberculosis fructose-bisphosphate aldolase; AID 588726; P9WQA3; purified M. tuberculosis FBA, fluorescence read-out; hit rate 2.3% among 360,000; inhibition, % at 1 µM; in the data active = inhibition above about 27%;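 note: 0% = vehicle and 100% = reference inhibitor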
Target sequence (P9WQA3 whole entry, looked up): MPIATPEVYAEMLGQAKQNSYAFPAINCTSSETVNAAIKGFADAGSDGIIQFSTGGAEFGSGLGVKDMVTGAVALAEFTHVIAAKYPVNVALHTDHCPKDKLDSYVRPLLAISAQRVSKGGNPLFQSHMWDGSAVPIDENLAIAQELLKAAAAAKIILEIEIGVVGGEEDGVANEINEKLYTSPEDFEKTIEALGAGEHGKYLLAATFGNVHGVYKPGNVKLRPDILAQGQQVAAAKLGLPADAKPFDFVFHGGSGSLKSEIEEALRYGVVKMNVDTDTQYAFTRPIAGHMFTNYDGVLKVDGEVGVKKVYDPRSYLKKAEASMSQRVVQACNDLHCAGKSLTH
BioA inh = BioA (M. tuberculosis) enzyme inhibition; AID 602481; hit rate 0.096% among 360,000; purified M. tuberculosis BioA enzyme, plate reader; inhibition, % at 9.99 µM; in the data active = inhibition above about 40%
VHR inh abs = blocks human VHR1 dual specificity phosphatase. P51452. recombinant VHR phosphatase, pNPP absorbance. inhibition, % at 13.3 µM. hit rate 0.52% among 290,000. AID 1654; in the data active = inhibition above about 50%; note: some compounds called inactive have numbers as strong as hits
Target sequence (P51452 whole entry, looked up): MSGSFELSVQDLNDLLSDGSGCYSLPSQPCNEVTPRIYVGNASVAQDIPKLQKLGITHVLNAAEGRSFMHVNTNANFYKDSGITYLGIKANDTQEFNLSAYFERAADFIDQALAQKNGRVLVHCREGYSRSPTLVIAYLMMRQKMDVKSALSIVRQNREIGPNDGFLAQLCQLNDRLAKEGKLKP
UGM FP inh = inhibitors of M. tuberculosis UDP-galactopyranose mutase | P9WIQ1 | purified UGM, fluorescence polarization probe displacement | inhibition, % at 10 µM | hit rate 0.06% among 320,000; in the data active = inhibition above about 10%, passing the limit was not always enough
MazEF act = activators of E. coli MazEF toxin-antitoxin RNase; P0AE70; FAM/BHQ RNA-DNA oligo cleavage fluorescence, 5 h; activation, % at 20 µM; hit rate 0.32% among 350,000; in the data active = activation above about 50%
Target sequence (P0AE70 whole entry, looked up): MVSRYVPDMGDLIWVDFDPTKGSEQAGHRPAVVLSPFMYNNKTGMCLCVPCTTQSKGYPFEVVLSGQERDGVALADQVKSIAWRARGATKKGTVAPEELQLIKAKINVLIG
Rv3671c inh = Rv3671c (M. tuberculosis) protease inhibition | hit rate 0.048% among 320,000 | P9WHR9 | inhibition, % at 5.96 µM; in the data active = inhibition above about 38%;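 note: extracellular domain of Rv3671c used as enzyme; 0% = enzyme with DMSO and 100% = no enzyme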
Target sequence (P9WHR9 whole entry, looked up, the tested form may be a part): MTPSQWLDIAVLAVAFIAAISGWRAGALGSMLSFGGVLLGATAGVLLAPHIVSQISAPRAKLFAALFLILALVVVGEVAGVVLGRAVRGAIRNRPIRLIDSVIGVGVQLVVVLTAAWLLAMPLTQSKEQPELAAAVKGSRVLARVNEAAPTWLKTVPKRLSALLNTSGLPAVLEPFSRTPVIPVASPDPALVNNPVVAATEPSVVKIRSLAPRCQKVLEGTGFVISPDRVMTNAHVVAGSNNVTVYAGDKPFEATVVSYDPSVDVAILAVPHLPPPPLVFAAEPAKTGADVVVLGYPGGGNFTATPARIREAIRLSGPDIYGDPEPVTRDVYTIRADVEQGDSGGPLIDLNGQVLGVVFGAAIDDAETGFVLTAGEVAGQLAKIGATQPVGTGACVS
SSB-PriA inh = inhibitors of Klebsiella pneumoniae PriA binding to SSB C-terminal tail; inhibition, % at 33 µM; AlphaScreen SSBct-PriA binding, biotinylated peptide; AID 1272365; hit rate 0.6% among 430,000; in the data active = inhibition mostly above about 37%, no sharp cut-off; inactive = mostly below about 20%;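 note: plate controls were negative control peptide for no effect and reference peptide for full effect; strong numbers were not always called active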
An asterisk follows results filed as active; i = inactive; . = no result given. This is a subset, so the mix of outcomes need not match the whole.

SMILES | Vc quorum ag | SARS 3CLpro inh | GDH-TPI inh | Mtb FBA inh | BioA inh | VHR inh abs | UGM FP inh | MazEF act | Rv3671c inh | SSB-PriA inh
COc1ccc2[nH]c(=O)c(-c3noc(-c4ccccc4)n3)cc2c1 | i | 0 | 8 | 32* | -0.9 | 8 | -0.6 | 3 | -12 | -4
CC1CCCC(NC(=O)CCNC(=O)c2ccccc2Cl)C1C (centres undefined) | -1.4 | . | -3 | 0 | . | . | -0.2 | 2 | -10 | -6
Cc1cc(NC(=O)/C=C/c2ccccc2Cl)n(-c2nc3ccccc3[nH]2)n1 | -0.4 | -7 | 0 | -3 | . | -9 | -1.9 | -9 | -7 | -11
CC1=CS(=O)(=O)CC1SC(=S)N(C)C1CCS(=O)(=O)C1 (centres undefined) | 0.5 | -1 | 5 | 0 | . | 30 | 0.0 | -5 | 6 | -7
CCOC(=O)c1cc(-c2cccc(C(F)(F)F)c2)nc2nc(SC)[nH]c(=O)c12 | i | 4 | 0 | 4 | . | 1 | 2.7 | -7 | -11 | -6
Nc1nc(COc2ccc(F)cc2Cl)nc(N2CCCCC2)n1 | -1.0 | 4 | -1 | 0 | . | 8 | 0.2 | 7 | -10 | -16
CSC1=NSC2=NC(=O)/C(=C\c3coc4ccccc4c3=O)C(=N)N12 | i | 0 | 6 | 7 | . | -2 | -12 | i | -18 | -1
CCO[C@@H]1OC(C(=O)N2CCCCCCC2)=C[C@H](c2ccc3c(c2)OCO3)[C@H]1CCCO | i | -1 | 3 | 4 | 1.8 | 26 | -0.1 | 2 | 4 | -10
CCOC(=O)N1C2=NC(C(=O)OC)=C(C(=O)OC)[C@@H]3N(C)c4ccccc4[C@]23C[C@H]1C(=O)OC | 1.0 | . | 13 | 2 | -0.4 | -4 | -1.2 | -9 | -5 | 5
Cc1cc(-c2ccccc2)n(-c2cc(N/N=C/c3ccccc3O)ncn2)n1 | -0.2 | 5 | 28 | -2 | -2.1 | -8 | 1.0 | 3 | 10 | .
CC(C)N(CCCNC(=O)C1CCN(S(=O)(=O)N2CCOCC2)CC1)Cc1ccccc1 | 0.0 | -5 | 8 | -1 | -0.8 | 6 | 2.4 | 10 | 6 | -7
CCOc1ccccc1NC(=O)Cn1cnc2c(nnn2-c2cccc(OC)c2)c1=O | i | -3 | -9 | 3 | 0.9 | 14 | -0.2 | 24 | 4 | 3
CC(=O)C1=NN(c2ccccc2)C(c2cccs2)N1c1ccccc1 (centres undefined) | . | 2 | . | . | . | 22 | 2.1 | . | 1 | .
COC(C[C@@H]1O[C@H]1[C@@H](O)[C@@H](C)OCc1ccccc1)OC | i | . | 8 | 0 | -1.9 | 7 | . | -1 | . | 2
COc1ccccc1NC(=O)CN(Cc1ccccc1)S(C)(=O)=O | . | -6 | 5 | -7 | -0.1 | 22 | 3.3 | -7 | -2 | -12
COC(=O)c1nc2cc(C)ccn2c1F | -0.2 | 0 | 17 | 18 | -1.8 | 16 | 2.2 | 10 | 2 | -16
CN(CC(=O)Nc1c(Cl)cccc1Cl)C(=O)c1cccc(S(=O)(=O)NCc2ccccc2)c1 | 0.9 | . | 7 | -1 | 0.3 | . | 0.4 | 6 | -16 | 3
Cc1cc(C)n2c(SCC(=O)Nc3cc(S(=O)(=O)N(C)C)ccc3C)nnc2n1 | i | . | -4 | -3 | 1.1 | . | -4.0 | 4 | -3 | -2
O=C(CSc1nnc(-c2ccccn2)o1)Nc1ccccc1 | 0.3 | 3 | -1 | 7 | . | 18 | -0.8 | -13 | -4 | -9
Cc1cccn2c(=O)c3cc(C(=O)NCCN4CCOCC4)c(=N)n(CCc4ccccc4)c3nc12 | -0.6 | -3 | 13 | 102* | 0.4 | 8 | 3.4 | 18 | 2 | 3

Taken from above.
Mtb FBA inh, Cc1cc(C)n2c(SCC(=O)Nc3cc(S(=O)(=O)N(C)C)ccc3C)nnc2n1 stands at -3
SSB-PriA inh, Cc1cc(NC(=O)/C=C/c2ccccc2Cl)n(-c2nc3ccccc3[nH]2)n1 stands at -11
VHR inh abs, CCO[C@@H]1OC(C(=O)N2CCCCCCC2)=C[C@H](c2ccc3c(c2)OCO3)[C@H]1CCCO stands at 26
BioA inh, COc1ccc2[nH]c(=O)c(-c3noc(-c4ccccc4)n3)cc2c1 stands at -0.9

Back to the main list; the 2 compounds before the break are reprinted first.
SMILES | Vc quorum ag | SARS 3CLpro inh | GDH-TPI inh | Mtb FBA inh | BioA inh | VHR inh abs | UGM FP inh | MazEF act | Rv3671c inh | SSB-PriA inh
O=C(CSc1nnc(-c2ccccn2)o1)Nc1ccccc1 | 0.3 | 3 | -1 | 7 | . | 18 | -0.8 | -13 | -4 | -9
Cc1cccn2c(=O)c3cc(C(=O)NCCN4CCOCC4)c(=N)n(CCc4ccccc4)c3nc12 | -0.6 | -3 | 13 | 102* | 0.4 | 8 | 3.4 | 18 | 2 | 3
CC(=O)N1CCc2cc(S(=O)(=O)NCCC(=O)Nc3cccc(C)c3)ccc21 | -1.3 | -2 | 4 | 1 | -0.6 | -11 | 0.1 | 5 | 2 | -2
CC1OC(NCCc2ccccc2)C(O)C(O)C1O (centres undefined) | -2.6 | 2 | 1 | 0 | -1.8 | 9 | 2.0 | 3 | 2 | -14
Cn1nccc1C(=O)NC1CCN(Cc2ccccc2)CC1 | i | 1 | -5 | 5 | -0.1 | 22 | -3.5 | 2 | -1 | 10
Cc1ccc(N2C(=O)[C@@H]3C(c4cccnc4)=NO[C@@H]3C2=O)c(C)c1 | i | 0 | -2 | -1 | . | 8 | -0.7 | 7 | -7 | -15
CN1CCC(NC(=O)c2cc(-c3cccc(Br)c3)nc3ccccc23)CC1 | 0.4 | -6 | 3 | -2 | 0.4 | 15 | 0.4 | 20 | -11 | 8
CCOC(=O)N1CCN(c2c(NCCc3ccccc3)c(=O)c2=O)CC1 | . | -1 | -15 | 1 | 0.4 | 8 | 0.3 | 6 | -16 | 2
CNC(=O)Oc1ccccc1C1CCCCC1 | 2.7 | . | 7 | -2 | 0.6 | . | . | 2 | . | -9
CCOc1cccc(C2C(C(=O)c3cccs3)=C(O)C(=O)N2Cc2cccnc2)c1 (centres undefined) | 1.3 | 4 | 9 | -1 | 0.0 | 34 | 0.2 | -33 | 0 | -7
Cn1cccc1C(=O)OCC(=O)NCc1cccs1 | i | . | 0 | -2 | 0.8 | . | -1.2 | 3 | 2 | -7
O=C(Cc1ccccc1)N1CCN(CC2CC=CCC2)CC1 (centres undefined) | -0.6 | 5 | 8 | 2 | 4.5 | 1 | -1.3 | -2 | 1 | -21
CCCCNC(=O)c1onc(CSc2cccc(F)c2)c1C(=O)O | i | 4 | 4 | -2 | -0.6 | -12 | -0.1 | 1 | -10 | -8
CCN(CC)c1ncnc2sc(C(=O)N3CCN(c4ccc(OC)cc4)CC3)c(C)c12 | -0.5 | 1 | 3 | -1 | -1.3 | 2 | -4.6 | 4 | 8 | -3
CCC(=O)c1cc(Br)ccc1OCC(=O)N1CCN(S(=O)(=O)c2ccccc2)CC1 | -0.4 | . | 5 | -2 | 2.8 | . | . | -3 | . | -2
O=c1c2ccccc2cnn1-c1ccc(Br)cc1 | -0.9 | -3 | 3 | 8 | . | 12 | -0.5 | 8 | 1 | 0
Nc1c(N(Cc2ccco2)C(=O)COc2ccc(Cl)cc2)c(=O)[nH]c(=O)n1Cc1ccccc1 | i | . | -8 | 4 | -0.9 | . | . | 5 | . | 0
CC1(C)CC(=O)C=C(c2ccc(-c3ccc(S(C)(=O)=O)cc3)cc2)C1=O | -2.3 | . | 2 | -1 | -0.1 | . | . | 6 | . | .
Cc1c(C(=O)N2CCOCC2)oc2ccc(S(=O)(=O)N3CCCC3)cc12 | -3.8 | -4 | 1 | -1 | 1.1 | -20 | -1.6 | 3 | 3 | -9
CC(C)Oc1ccc(F)cc1-c1cc(C(=O)NCc2ccc(C(F)(F)F)cc2)[nH]n1 | 0.4 | . | 2 | -4 | -3.0 | . | . | . | . | .
Cc1ccc(OCCn2cnc3sc(C(N)=O)c(C)c3c2=O)cc1 | . | -1 | . | . | . | -3 | 0.2 | . | -6 | .
CCOc1ccc(NS(=O)(=O)c2ccc(OCC)c3ncccc23)cc1 | -0.6 | 3 | 24 | 3 | -3.1 | -2 | 0.3 | -8 | -8 | 1
O=c1oc2ccccc2n1CCCOc1ccccc1 | i | 5 | -5 | -3 | -0.6 | 19 | -2.9 | 11 | 8 | -20
O=C1CCCC(O)=C1C=NCc1ccccc1 | 4.3 | 3 | 6 | -1 | . | 30 | 1.0 | -27 | 0 | -13
CCN(CC)CCCN1C(=O)C(O)=C(C(=O)c2ccco2)C1c1ccc(C)o1 (centres undefined) | i | 0 | 16 | 1 | 2.5 | . | 1.0 | -4 | 2 | -6
CNC(=O)C1=C(C)Nc2nc3ccccc3n2C1c1cccc(OC)c1 (centres undefined) | -0.3 | 0 | 5 | 7 | -0.8 | 2 | -0.2 | 8 | 4 | -8
O=C(NNc1ccc([N+](=O)[O-])cc1)C12CC3CC(CC(C3)C1)C2 | -0.2 | 2 | 9 | -2 | 1.2 | 14 | 1.4 | 1 | -10 | -8
CCCCSc1ccc2nc(-c3ccc(C#N)cc3)cn2c1 | 1.8 | 3 | 26 | 10 | -0.2 | 13 | 1.8 | 9 | -10 | -22
O=C(c1ccccc1)c1coc2c1C(=O)c1ccccc1C2=O | -0.4 | 4 | -2 | 7 | . | 4 | -0.5 | -9 | -22 | -2
NS(=O)(=O)c1cnccc1Oc1cccc(Cl)c1 | -0.8 | . | 6 | -2 | . | . | -5.0 | 6 | -1 | -3
Cc1ccc(C2c3c(oc4ccc(Cl)cc4c3=O)C(=O)N2CCCN2CCOCC2)o1 (centres undefined) | . | -6 | . | . | . | -12 | 1.8 | . | 1 | .
O=C(COC(=O)c1cccnc1Cl)Nc1ccc(S(=O)(=O)N2CCOCC2)cc1 | i | . | -3 | -1 | 4.5 | . | 7.7 | 4 | -3 | 9
CCc1ccccc1NC(=O)CN(C)C(=O)CSc1nnc(Nc2ccc(C)cc2)s1 | -0.2 | 5 | -3 | -4 | . | 30 | -3.0 | 0 | 5 | -1
O=C(O)c1ccc(S(=O)(=O)N2CCOCC2)o1 | -0.2 | 3 | 8 | 1 | -3.3 | 20 | -0.2 | 15 | -4 | -1
COc1ccc(S(N)(=O)=O)cc1C(=O)NCC(C)(C)N1CCOCC1 | -0.1 | 0 | -1 | 1 | 3.5 | 36 | 1.3 | 0 | 6 | 6
CCC1CCCCN1CCNS(=O)(=O)c1ccc2c(c1)CCN2C(C)=O (centres undefined) | i | 1 | -7 | 4 | 0.6 | 5 | -3.0 | 3 | -6 | -5
O=C(NCCN1CCOCC1)c1ccc(Cl)cc1[N+](=O)[O-] | -1.7 | -4 | -3 | 0 | -0.4 | 23 | 0.8 | 4 | 10 | -1
COC(=O)c1ccccc1OCCOCCOc1cccc2ccc(C)nc12 | i | 4 | 0 | 1 | -0.4 | -15 | -0.3 | 13 | 10 | 18
Cc1nnc(N2C(=O)c3ccc(Br)cc3C2=O)s1 | -0.8 | 2 | 9 | 0 | -1.8 | 2 | -1.8 | 1 | 1 | -10
CN(CC(=O)Nc1ccccc1Br)C(=O)CCSc1ccc(F)cc1 | i | . | -2 | 2 | 1.8 | . | -0.1 | 3 | 7 | -9
Cc1ccc(SCc2cc(=O)n(C)[nH]2)cc1 | -0.3 | 6 | 5 | -1 | . | -13 | 5.9 | 5 | -15 | -5
COCCCn1c(=O)c2ccccc2n(CC(=O)Nc2ccc3c(c2)OCCO3)c1=O | i | -5 | -16 | 0 | 0.2 | 44 | -3.4 | 2 | -7 | -12
COc1cc(C(=O)NNC(=S)NCc2ccco2)cc(OC)c1OC | -2.1 | 2 | -2 | 7 | 6.5 | 28 | -1.1 | -2 | -3 | -13
COCCn1c(C)cc(C(=O)COC(=O)c2ccc(-n3nc(C)cc3C)cc2)c1C | i | 6 | -3 | 0 | -2.5 | 4 | -0.9 | 5 | -3 | -8
CCCCOC(=O)c1ccc(NC(=O)c2c(Cl)ccc(Cl)c2OC)cc1 | 0.0 | 0 | 4 | -1 | . | -2 | -0.5 | -1 | -38 | -32
